Compound activity as filed in PubChem.
Tau fluor counter – counter-screen for tau fibril formation inhibitors; tau K18 P301L Alexa594 fluorescence, heparin fibrillization; Potency, µM (top dose mostly 57.7 µM), for inactives: at the top dose activity change, negative = decrease; 280,000 compounds, 0.93% hits; AID 1463; also: nearly all actives have a fitted effect of over 55% in size
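Human tau K18 P301L (15 uM unlabeled, 0.24 uM Alexa 594-labeled) in 100 mM sodium acetate pH 7 with 20 uM heparin, 6 hr at 37 C. ThT 30 uM added, 1 hr ambient; Alexa 594 FP and total fluorescence read at 555/632 nm.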
Tau fibril FP – blocks human tau fibril formation measured by polarization; AID 1468; K18 P301L tau heparin fibrillization, Alexa594 FP, 6 h; 280,000 compounds, 0.39% hits; Potency, µM (doses to about 57.7 µM), for the others: at the highest dose activity, negative = inhibition, usual class: inhibitors; P10636; also: nearly all actives have a fitted effect of over 55% in size
Target sequence (P10636 561-689 P618L limits assumed): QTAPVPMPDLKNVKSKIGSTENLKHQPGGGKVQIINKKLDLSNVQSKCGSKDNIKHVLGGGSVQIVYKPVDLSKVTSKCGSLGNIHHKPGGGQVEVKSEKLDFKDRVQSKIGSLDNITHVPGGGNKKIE
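Heparin (20 uM) drove fibril formation of recombinant tau K18 P301L, 15 uM unlabeled with 0.24 uM Alexa 594 label, for 6 hr at 37 C in 100 mM sodium acetate pH 7. Fluorescence polarization (555/632 nm) read 1 hr after 30 uM ThT.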
L3MBTL1 inh – inhibitors of human L3MBTL1; 230,000 compounds, 0.66% hits; AlphaScreen L3MBTL1–H3K9me1 peptide binding; Q9Y468; Potency, µM (titrated, usually from 57.1 µM), inactives show at the highest dose activity, negative = inhibition, hits mostly inhibitors; also: nearly all actives have a fitted effect of over 60% in size
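AlphaScreen proximity signal between nickel-chelate acceptor and streptavidin donor beads (final 10 ug/mL) reports binding of 50 nM L3MBTL1 to 75 nM biotin-H3 K9me1 peptide; complex incubated with compounds 30 min at room temperature; cefsulodin titration as control.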
TRb SRC2 PPI – TRbeta-SRC2 interaction inhibition; TRbeta-SRC2 peptide binding, fluorescence polarization; receptor liganded with 1 µM T3; Potency, µM (titrated, usually from 106 µM), without a hit: top-dose activity change, negative = inhibition, most hits filed as inhibitors; P10828; 280,000 compounds, 0.065% hits;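 also: plate controls were bound peptide for no effect and peptide without receptor for full effect; nearly all actives have a fitted effect of over 50% in size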
Target sequence (P10828 whole entry, looked up): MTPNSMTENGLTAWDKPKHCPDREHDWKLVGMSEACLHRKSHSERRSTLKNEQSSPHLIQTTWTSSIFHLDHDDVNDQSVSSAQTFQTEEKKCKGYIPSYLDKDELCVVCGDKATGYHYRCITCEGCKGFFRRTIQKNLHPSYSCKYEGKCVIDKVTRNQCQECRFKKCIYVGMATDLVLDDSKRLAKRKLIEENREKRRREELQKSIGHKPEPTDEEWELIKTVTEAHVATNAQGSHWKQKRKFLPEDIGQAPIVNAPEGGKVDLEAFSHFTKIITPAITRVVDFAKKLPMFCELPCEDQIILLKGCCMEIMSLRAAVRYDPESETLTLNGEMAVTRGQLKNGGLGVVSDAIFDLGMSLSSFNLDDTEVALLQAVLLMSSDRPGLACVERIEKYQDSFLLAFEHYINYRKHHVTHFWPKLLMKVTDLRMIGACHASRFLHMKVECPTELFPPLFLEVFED
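Fluorescence polarization of 20 nM Texas Red SRC2 peptide with 0.6 uM human TRb ligand-binding domain, in Tris buffer with 1uM T3 and 5% DMSO. Incubated 5 hr ambient; normalized to unbound and bound controls.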
GLA spleen mod – alpha-galactosidase A (human) modulation | P06280 | human spleen homogenate, 4MU-alpha-Gal fluorescence, 40 min | Potency, µM (top dose mostly 80 µM), for the others: at the highest dose activity change, negative = inhibition, hits mostly inhibitors | 240,000 compounds, 0.008% hits;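 also: 0% = enzyme with vehicle and -100% = no enzyme basal signal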
Target sequence (P06280 32-429 limits assumed): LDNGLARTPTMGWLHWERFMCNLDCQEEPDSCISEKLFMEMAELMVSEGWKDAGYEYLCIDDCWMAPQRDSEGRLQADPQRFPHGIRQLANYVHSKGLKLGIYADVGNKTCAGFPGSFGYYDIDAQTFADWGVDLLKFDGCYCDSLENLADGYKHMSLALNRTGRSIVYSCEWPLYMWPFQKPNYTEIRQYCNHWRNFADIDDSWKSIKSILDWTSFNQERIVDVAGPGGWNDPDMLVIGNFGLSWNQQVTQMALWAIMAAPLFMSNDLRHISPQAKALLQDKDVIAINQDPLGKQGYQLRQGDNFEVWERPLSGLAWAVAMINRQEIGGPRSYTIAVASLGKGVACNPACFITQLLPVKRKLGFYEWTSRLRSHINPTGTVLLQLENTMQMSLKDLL
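Spleen homogenate 1 ug + cpd (titration) + 4-MU-alpha-D-galactopyranoside 1 mM; 37C 40 min; 50 mM citrate/phosphate pH 5.0, 0.01% Tween-20; stop pH 10; fluorescence 365/440; AC50 via Hill.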
ALDH1A1 inh – inhibitors of human aldehyde dehydrogenase 1A1; P00352; Purified ALDH1A1, NADH fluorescence, propionaldehyde substrate; Potency, µM (titrated, usually from 75.3 µM), for inactives: at the top dose activity, negative = inhibition, actives largely listed as inhibitors; 220,000 compounds, 7.3% hits; AID 1030; active = well fitted inhibition curve with a large enough effect, not every such curve was filed as active; inconclusive = small, poorly fitted or top-dose-only effect, or another doubt; inactive = no such curve, though single readings can be large or run the other way;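 also: plate controls were no enzyme wells and a reference inhibitor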
TexasRed fluor – Texas Red fluorescence interference in TRb-SRC2 counter-screen. AID 1479. TRb/SRC2 Texas Red total fluorescence interference. 280,000 compounds, 0.29% hits. Potency, µM (doses to about 106 µM), inactives show at the top dose fluorescence change, negative = quenching; active = well fitted curve in either direction with a large enough effect; inconclusive = small, poorly fitted or top-dose-only effect
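Human TRβ ligand-binding domain (0.6 uM) and Texas Red SRC2 peptide (20 nM) in Tris buffer with 1 uM T3 and 5% DMSO were incubated with pinned compound for 5 hr at ambient temperature. Total fluorescence was computed as S + 2P (555/632 nm).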
Tau ThT inhib – inhibitors of human tau fibril formation, thioflavin T binding. P10636. recombinant tau K18 P301L (four-repeat tau fragment), heparin-induced fibrillization, ThT fluorescence. Potency, µM (series often up to 57.4 µM), for inactives: top-dose activity, negative = inhibition, hits mostly inhibitors. 270,000 compounds, 2.1% hits. AID 1460; also: nearly all actives have a fitted effect of over 55% in size
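Recombinant human tau K18 fragment […] carrying P301L, 15 uM unlabeled plus 0.24 uM Alexa 594-labeled, was fibrillized with 20 uM heparin in 100 mM sodium acetate pH 7 for 6 hr at 37 C; 30 uM ThT fluorescence read after 1 hr.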
* = called active by the depositor; ? = inconclusive; nt = not tested or not shown; [ ] = dose if it differs, or a comment. Unless noted, calls follow the shape of the dose curve; as a rule, active = well fitted curve in the direction sought with a large enough effect; inconclusive = small, poorly fitted or top-dose-only effect, or another doubt; inactive = no such curve, though single readings can be large; an effect the other way counts as inactive or inconclusive. Unless noted, % is scaled to controls: 0 for no effect and ±100 for the full control effect; potency is read from the fitted curve at half-maximal effect.

1: O=C(Nc1cccc(F)c1)c1ccc(-c2ccccc2C(F)(F)F)o1
2: O=C(COC(=O)C1CC(=O)N(C2CCCCC2)C1)c1ccc(F)cc1 (stereo not given)
3: COc1ccc(NC(=O)CCCSc2ccccc2)cc1
4: O=C(NCCS(=O)(=O)N1CCN(c2ccccc2F)CC1)c1ccccc1C(F)(F)F
5: Cn1c(Sc2ccc(Cl)cc2)c(C=O)c2ccccc21
6: N#CCCN1CCN(C(=S)c2ccc(-c3cccc(Cl)c3)o2)CC1
7: CC(=O)NNS(=O)(=O)c1ccc(-c2cc(C(F)(F)F)n(C)n2)s1
8: CC(C)(C)c1ccc(C(=O)NCC(c2cccnc2)N2CCc3ccccc3C2)cc1 (stereo not given)
Assay by compound,1,2,3,4,5,6,7,8
Tau fluor counter,?,-10%,-6%,3%,-20%,-28%,5%,?
Tau fibril FP,?,2%,4%,-2%,-13%,2%,-1%,6%
L3MBTL1 inh,17%,-7%,18%,nt,21%,-11%,65%[activator],nt
TRb SRC2 PPI,2%,-2%,-11%,-7%,-14%,11%,-4%,2%
GLA spleen mod,6%,0%,4%,nt,-4%,-2%,-9%,nt
ALDH1A1 inh,?,-12%,?,nt,-2%,11µM*,nt,nt
TexasRed fluor,-1%,0%,-3%,?,-2%,0%,-4%,11µM*[quencher]
Tau ThT inhib,-18%,-4%,-6%,3%,?,?,3%,?

9: O=c1[nH]c2cc3c(cc2cc1CN(CCc1ccccc1)Cc1nnnn1CC1CCCO1)OCO3 (stereo not given)
10: CCCCOCCCNc1ncnc2c1[nH]c1ccccc12
11: COc1ccc(CNC(=O)CSCc2cccc(Cl)c2)cc1
12: CC1CC2(CCCC2)N(C(=O)c2ccccc2)Cc2ccccc21 (stereo not given)
13: COc1ccc(CC(NC(C)=O)C(=O)NC2CCN(C(=O)C3CC3)CC2)cc1OC (stereo not given)
14: Cc1ccc(-n2c(O)c(C=Nc3ccc(S(=O)(=O)Nc4ncccn4)cc3)c3ccccc3c2=O)cc1C
15: O=C(c1ccc(Nc2cccc(C(F)(F)F)c2)nc1)N1CCCC1
16: Cc1ccc(C)c(N2CCN(C(=O)Cn3cnc4nc5c(cc4c3=O)CCCC5)CC2)c1
Assay by compound,9,10,11,12,13,14,15,16
Tau fluor counter,-8%,?,-4%,0%,5%,9%,-14%,-1%
Tau fibril FP,6%,?,-2%,5%,6%,-3%,11%,6%
L3MBTL1 inh,nt,nt,6%,15%,0%,-1%,-3%,nt
TRb SRC2 PPI,-5%,-2%,0%,-5%,-5%,-1%,-15%,5%
GLA spleen mod,9%,-4%,-8%,-4%,-4%,-4%,0%,nt
ALDH1A1 inh,?,?,-6%,-2%,5%,5%,?,nt
TexasRed fluor,-1%,-2%,0%,-3%,-5%,-2%,1%,0%
Tau ThT inhib,-13%,-14%,-9%,-12%,-1%,6%,-7%,-12%

17: Cc1c(C(=O)OC2CCCCCC2)[nH]c2c1C(=O)CC(c1ccc(N(C)C)cc1)C2 (stereo not given)
18: O=C(Cn1nc(-c2ccccc2)ccc1=O)NCc1ccc2c(c1)OCO2
19: COc1ccc(C2=Nc3ccc(C)cc3NC(c3ccc(Cl)cc3)=N2)cc1
20: O=c1n(Cc2ccccc2F)c2ccccc2n1Cc1ccccc1F
21: O=C(CO/N=C/c1c(Cl)cccc1Cl)NNC(=O)c1cccc(Cl)c1
22: Cn1c(NCc2ccc(Cl)cc2)nc2ccccc21
23: Oc1ccc(/C(Cc2ccc3ccccc3n2)=N\Nc2ccccc2)c(O)c1
24: OCC1CCCN(C(=S)Nc2ccc(OC(F)F)cc2)C1 (stereo not given)
Assay by compound,17,18,19,20,21,22,23,24
Tau fluor counter,-2%,-9%,-12%,-2%,?,-1%,11µM*[quencher],-5%
Tau fibril FP,11%,-4%,1%,-5%,11%,9%,1%,-6%
L3MBTL1 inh,nt,1%,nt,95%[activator],nt,2%,nt,-3%
TRb SRC2 PPI,-5%,-9%,4%,-18%,11%,-3%,2%,1%
GLA spleen mod,nt,-4%,nt,-3%,-5%,-2%,-4%,2%
ALDH1A1 inh,nt,-19%,nt,3%,nt,9%,?,8%
TexasRed fluor,1%,0%,-2%,5%,-1%,4%,-1%,-3%
Tau ThT inhib,-4%,-9%,-4%,11%,nt,5%,11µM*,-6%

25: CC(C)C(=O)Nc1cccc(C(=O)Nc2nncs2)c1
26: O=C(CSCC(=O)Nc1nc(-c2ccc3c(c2)OCO3)cs1)Nc1nccs1
27: C#CCOCCOCCOCCNc1nc(N2CCN(C(=O)[C@H](Cc3ccc(O)cc3)n3cc([C@@H](N)C(C)CC)nn3)CC2)nc(N2CCN(C(=O)[C@H](Cc3cc4ccccc4[nH]3)n3cc([C@@H](N)CC(C)C)nn3)CC2)n1 (stereo not given in full)
28: Cc1cccc(NC(=O)Cn2c(=O)n(-c3ccccc3Cl)c(=O)c3c(C)c(C(=O)N(C)C)sc32)c1
29: COc1cccc(C2C(C(C)=O)=C(O)C(=O)N2CCNCCO)c1 (stereo not given)
30: COc1ccc(C2CC(C(F)(F)F)n3nc(CO)c(Cl)c3N2)cc1OC (stereo not given)
31: O=C(c1ccoc1)N1CCC2(CC1)Oc1ccc(Cl)cc1C(=O)C21CC(c2cccnc2)=NO1 (stereo not given)
32: CC(C)(C)c1ccc(OCCON2C(=O)CCC2=O)c(Cl)c1
Assay by compound,25,26,27,28,29,30,31,32
Tau fluor counter,4%,?,-5%,?,7%,-4%,-4%,-12%
Tau fibril FP,1%,-5%,-10%,-7%,6%,-2%,-6%,3%
L3MBTL1 inh,7%,-6%,-20%,nt,5%,3%,nt,nt
TRb SRC2 PPI,2%,11%,7%,4%,0%,2%,1%,-1%
GLA spleen mod,3%,-2%,7%,nt,11%,1%,3%,-10%
ALDH1A1 inh,2%,22µM*,-9%,nt,-7%,4%,nt,1%
TexasRed fluor,-4%,3%,-3%,-2%,-2%,-1%,-2%,3%
Tau ThT inhib,-2%,?,?,-9%,3%,-8%,-4%,-8%

33: Cc1ccc(-n2nc3ccc(NC(=O)Cc4ccc(Cl)cc4)cc3n2)cc1
34: CCn1c2ccccc2c2nnc(SCC(=O)c3ccccc3)nc21
35: CCN(CC)S(=O)(=O)c1cccc(-c2cn3cccnc3n2)c1
36: COC(=O)c1ccc(Cl)c(-c2ccc(/C=N/NC(=O)Nc3ccccc3)o2)c1
37: CCC(C)NS(=O)(=O)c1ccc(N)cc1 (stereo not given)
38: Oc1oc(-c2ccccc2)nc1C=Nc1cccc2ccccc12
39: CCCCN(CC)CCCNC(=O)Cn1ncc2c3ccccc3n(Cc3ccc(F)cc3)c2c1=O
40: CCn1c(-c2cc(-c3cccc(OC)c3)nc3ccccc23)n[nH]c1=S
Assay by compound,33,34,35,36,37,38,39,40
Tau fluor counter,-10%,-3%,-6%,-24%,7%,?,-10%,-28%
Tau fibril FP,?,0%,5%,?,3%,-16%,-11%,-2%
L3MBTL1 inh,nt,7%,0%,nt,-2%,62%[activator],nt,nt
TRb SRC2 PPI,0%,-1%,-7%,-6%,-5%,-11%,4%,-17%
GLA spleen mod,nt,-15%,28%,0%,-3%,-1%,nt,-26%
ALDH1A1 inh,nt,?,?,-12%,4%,?,nt,-5%
TexasRed fluor,-1%,-3%,0%,-5%,-3%,-6%,-1%,0%
Tau ThT inhib,-2%,-1%,-4%,-7%,7%,?,-3%,-16%

Fetched one by one from the entries so far, 5 records:
33: Cc1ccc(-n2nc3ccc(NC(=O)Cc4ccc(Cl)cc4)cc3n2)cc1
38: Oc1oc(-c2ccccc2)nc1C=Nc1cccc2ccccc12
39: CCCCN(CC)CCCNC(=O)Cn1ncc2c3ccccc3n(Cc3ccc(F)cc3)c2c1=O
37: CCC(C)NS(=O)(=O)c1ccc(N)cc1 (stereo not given)
35: CCN(CC)S(=O)(=O)c1cccc(-c2cn3cccnc3n2)c1
Assay by compound,33,38,39,37,35
Tau fluor counter,-10%,?,-10%,7%,-6%
Tau fibril FP,?,-16%,-11%,3%,5%
L3MBTL1 inh,nt,62%[activator],nt,-2%,0%
TRb SRC2 PPI,0%,-11%,4%,-5%,-7%
GLA spleen mod,nt,-1%,nt,-3%,28%
ALDH1A1 inh,nt,?,nt,4%,?
TexasRed fluor,-1%,-6%,-1%,-3%,0%
Tau ThT inhib,-2%,?,-3%,7%,-4%

Continued:
41: S=C1NC2(CCCCCC2)N=C1c1ccccc1
42: CCCOc1cc(C)c(S(=O)(=O)n2nnc3ccccc32)cc1C
43: Cc1cccc(C(=O)Nc2cccc(-c3cnc4ccccc4n3)c2)c1
44: CC(C)Cc1nc2oc3c(NCC(C)O)ncnc3c2c2c1CCCC2 (stereo not given)
45: Cc1ccc(OCC(=O)OC2=C(C(=O)c3ccccc3)N(C)S(=O)(=O)c3ccccc32)cc1
46: NC(=O)c1sc2nc3c(c(-c4ccco4)c2c1N)CCCC3
Assay by compound,41,42,43,44,45,46
Tau fluor counter,-10%,-3%,-21%,-8%,4%,-17%
Tau fibril FP,-1%,10%,?,9%,?,10%
L3MBTL1 inh,nt,nt,-5%,-14%,nt,nt
TRb SRC2 PPI,-9%,-12%,-7%,-9%,-4%,7%
GLA spleen mod,-3%,-2%,-15%,3%,nt,-3%
ALDH1A1 inh,7%,10%,12%,nt,nt,nt
TexasRed fluor,-8%,2%,0%,-4%,2%,-4%
Tau ThT inhib,-8%,-11%,-13%,10%,?,?
